Compound activity as filed in PubChem BioAssay.
ABCB6 inh MLPCN: ABCB6 transporter inhibitors, primary screen, K562-ABCB6 cells, flow cytometry, MLPCN library. ATP-binding cassette sub-family B member 6 (Homo sapiens), Q9NP58. K562-ABCB6 porphyrin accumulation, 1 h; stronger effect = lower value. fluorescence ratio to DMSO, % at 10 µM. hit rate 0.19% among 360,000;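 active = fluorescence ratio to DMSO below 75%, the collection mean minus 3 SD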;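 also: signal is porphyrin accumulated inside mitochondria; 100% equals median channel fluorescence of DMSO control wells; lower ratio means ABCB6 inhibition with less porphyrin fluorescence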
CaV13 ICDI inh: Disruptors of the CACNA1D IQ motif to Ca2+-dependent inactivation inhibitor domain association, primary screening, Förster resonance energy transfer in intact living …; HEK cells, CFP/YFP FRET ICDI-IQ, plate reader, 10 min; percent FRET-ratio fall versus neutral wells; inhibition, % at 12.3 µM; hit rate 0.098% among 340,000; AID 743397;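 active = mean replicate inhibition of at least 30% and at least 1% of replicates passing that level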;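 also: 0% = median of the neutral control wells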
MC4R antag cAMP: MC4R antagonists of cAMP signaling, primary screen, cell-based, TR-FRET, antagonist arm of biased-ligand search. Melanocortin receptor 4 (Homo sapiens), P32245. MC4R-expressing cells, MTII-stimulated cAMP, LANCE TR-FRET. inhibition, % at 6.5 µM. hit rate 0.48% among 360,000. AID 540295, 2011;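 active = inhibition above its plate's cutoff, the mean of tested wells on that plate plus 3 SD, cut at about 29% in these data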;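 also: 0% = Melanotan II alone and 100% = Melanotan II plus saturating MCL0020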
Target sequence (P32245 whole entry, looked up): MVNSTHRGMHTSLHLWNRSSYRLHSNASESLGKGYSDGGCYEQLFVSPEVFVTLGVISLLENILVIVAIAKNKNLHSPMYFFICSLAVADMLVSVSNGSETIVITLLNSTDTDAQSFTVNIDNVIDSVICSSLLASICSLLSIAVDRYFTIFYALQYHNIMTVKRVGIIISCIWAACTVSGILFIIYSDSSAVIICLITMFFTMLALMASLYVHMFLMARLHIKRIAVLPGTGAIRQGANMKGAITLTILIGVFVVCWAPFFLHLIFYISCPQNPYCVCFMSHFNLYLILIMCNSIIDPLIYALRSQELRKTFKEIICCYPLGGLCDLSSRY
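Assay system: U2OS-MC4R stable cell line; Also added: Melanotan II; Technique: Eu-cAMP/anti-cAMP TR-FRET, emission 671 nm; Times: 30-min compound, 1-h challenge, 1-h detection, room temperature.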
Cardio protect: cardioprotection against H2O2-induced cell death, primary screen, uHTS, H9c2 cells, ATPLite luminescence; H9c2 cardiomyocytes, H2O2 injury protection, 2 h; protection from H2O2 cell death, % at 20 µM; hit rate 0.63% among 360,000;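 active = compounds giving at least 50% protection of heart cells from peroxide-induced death in the single-dose screen, raw or plate-pattern-corrected value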;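 also: 0% = DMSO wells with peroxide and 100% = DMSO wells without peroxide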
Exocytosis inh: LAMP-1 surface exposure blockers, TALL-104 cells – cell-based, flow cytometry, MLPCN library, primary screen. TALL-104 LAMP-1 surface exposure; cells stimulated with thapsigargin and PMA. inhibition, % at 10 µM. hit rate 0.66% among 360,000;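 active = inhibition above about 55%, limit read from the data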
N-glyco inh: increase of ERlucT glycosylation luciferase signal, primary screen, N-linked glycosylation inhibitor project, D54 ERlucT cells, luminescence, set 2. D54 ERlucT glycosylation luciferase reporter, 24 h; percent of 100 nM tunicamycin response. reporter increase, % at 12.5 µM. hit rate 0.23% among 360,000. AID 588692, 2011;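 active = mean luciferase reporter signal, scaled so untreated is 0 and the glycosylation-blocking control 100, at or above a set limit in every replicate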;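 also: luciferase carries N-glycosylation sites so blocking glycosylation raises the light; 0% = median of neutral control wells and 100% = median of 100 nM tunicamycin wells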
PDI inh: inhibitors of human PDI, primary screen, biochemical, turbidity, single point, plate reader. Protein disulfide-isomerase (Homo sapiens), P07237. PDI insulin aggregation turbidity, A650, 90 min. inhibition, % at 10 µM. hit rate 0.052% among 350,000;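 active = mean inhibition across replicates of 30% or more, whatever share of single replicates reach that level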;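 also: absorbance from insulin aggregation driven by PDI reduction with DTT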
HTR2A ag: mouse Htr2a agonists via beta-arrestin recruitment, primary screen, cell-based, luminescence; 5-hydroxytryptamine receptor 2A (Mus musculus), P35363; CHO-K1 mHTR2A beta-arrestin complementation; percent of 30 µM serotonin response; activation, % at 7.6 µM; hit rate 0.66% among 360,000; AID 624169, 2012;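 active = activation above a run cutoff, the mean activation of all tested compounds plus 3 SD, cut at about 14% in these data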;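 also: 0% = plate median of compound wells and 100% = 30 µM serotonin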
Target sequence (P35363 whole entry, looked up): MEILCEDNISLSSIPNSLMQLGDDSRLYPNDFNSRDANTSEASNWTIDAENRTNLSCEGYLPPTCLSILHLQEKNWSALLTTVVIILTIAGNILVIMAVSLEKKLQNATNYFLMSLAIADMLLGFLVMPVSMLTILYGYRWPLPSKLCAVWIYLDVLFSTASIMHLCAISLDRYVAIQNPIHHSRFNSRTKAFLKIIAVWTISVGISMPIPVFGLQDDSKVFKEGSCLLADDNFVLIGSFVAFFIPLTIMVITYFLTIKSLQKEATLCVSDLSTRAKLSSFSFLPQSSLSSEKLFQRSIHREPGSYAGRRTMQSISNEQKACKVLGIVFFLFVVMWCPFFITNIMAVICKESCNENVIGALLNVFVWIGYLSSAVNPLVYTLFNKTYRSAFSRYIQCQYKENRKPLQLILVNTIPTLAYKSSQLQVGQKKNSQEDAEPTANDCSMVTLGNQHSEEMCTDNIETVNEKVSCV
ABHD5-PLIN5 inh: ABHD5-PLIN5 interaction inhibitors, primary screen, cell lysate, split luciferase complementation, luminescence; Perilipin-5 (Homo sapiens) + 1-acylglycerol-3-phosphate O-acyltransferase ABHD5 (Homo …; Split G. princeps luciferase complementation, 4 h; inhibition, % at 4 µM; hit rate 0.78% among 360,000; AID 602281, 2012;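 active = inhibition above the mean inhibition across every tested compound plus 3 SD, cut at about 22% in these data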;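 also: 0% = DMSO only wells and the 100% control is not disclosed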
MC4R ag barr: MC4R agonists recruiting beta-arrestin, primary screen, cell-based, luminescence, agonist arm of biased-ligand search. U2OS MC4R beta-arrestin complementation; percent of melanotan II response, DMSO zero. activation, % at 8.9 µM. Melanocortin receptor 4 (Homo sapiens), P32245. AID 540308, 2011. hit rate 0.98% among 360,000;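 active = activation above a per-plate cutoff, the mean activation of sample wells on that plate plus 3 SD, cut at about 8% in these data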
The depositor's hits bear a star; x = no result given.

mol | N-glyco inh | ABCB6 inh MLPCN | Exocytosis inh | HTR2A ag | ABHD5-PLIN5 inh | CaV13 ICDI inh | MC4R ag barr | Cardio protect | PDI inh | MC4R antag cAMP
COc1cc(N=C(N)N=C(N)N)cc(OC)c1 | 1 | 95 | -1 | -2 | 2 | -2 | -0.2 | -3 | 8 | 18
O=C(C[C@H]1CC[C@H]2[C@@H](COC[C@H](O)CN2Cc2ccccc2)O1)NCCCN1CCOCC1 | x | x | -2 | -2 | 4 | -7 | x | x | x | x
S=C1Nc2ccccc2Sc2ccc(Cl)cc21 | -4 | 97 | 3 | 0 | -2 | -5 | 23* | 6 | 5 | -9
Cc1cccc(N2CCN(C(=O)CNC(=O)C3CCCCC3)CC2)c1C | 0 | 92 | -2 | -3 | -4 | -5 | 0.0 | -6 | 16 | 8
O=C(Nc1ccc(Cl)cc1F)c1ccc(-n2cncn2)cc1 | -1 | 99 | 6 | -6 | -3 | -2 | -0.1 | 1 | 6 | 11
Cc1cc(Br)ccc1NC(=O)CN(C)C(=O)C1CCN(c2ncnc3sc(C)c(C)c23)CC1 | -6 | 92 | 6 | -2 | 8 | -5 | -0.9 | 1 | 5 | 6
CC1(C)CC(NCCC(c2ccccc2)c2ccco2)CCO1 (configuration not stated) | 0 | 92 | 0 | -2 | 4 | -2 | -1.9 | 2 | 11 | -3
Cc1ccc2nc3c(cc(C(=O)NC4CCCCC4)c(=N)n3C3CCCCC3)c(=O)n2c1 | -4 | 82 | 25 | -4 | 3 | 16 | -4.2 | -8 | -1 | 3
CC(=O)N1C(=O)C(=C2C=C(C)OC(C)=C2)c2ccccc21 | 6 | 88 | -1 | -3 | -2 | -6 | 1.1 | -9 | -2 | -3
CSc1nnc(-c2cc[n+](C)cc2)n1CCO | 2 | 101 | 4 | -1 | 5 | -3 | -1.0 | 1 | -7 | 2
Cc1ccc(C)c(OCCn2cc(/C=C(\C#N)C(=O)NCC3CCCO3)c3ccccc32)c1 (configuration not stated) | 0 | 99 | 3 | -4 | 5 | -17 | 0.1 | 6 | 1 | 8
CCN(CC)S(=O)(=O)c1ccc(N2CCCC2)c(NC(=O)CC(C)(C)C)c1 | 2 | 101 | -7 | -7 | -4 | 1 | -0.3 | 11 | -3 | 12
C=CCNC(=O)CN1CCC(O)(c2ccccc2)CC1 | 2 | 90 | 1 | -1 | -1 | -8 | 0.8 | 5 | 1 | 4
COc1cc(/C=N/Nc2nc3ccccc3o2)cc(OC)c1O | 1 | 96 | 1 | -2 | 4 | -3 | -1.8 | 1 | 5 | 2
COc1ccc(NC2CCCN(C(=O)CCC(=O)c3ccc(F)cc3)C2)cc1 (configuration not stated) | 2 | 95 | -11 | -5 | -10 | -4 | -3.3 | 5 | 6 | 0
Cc1ccc(NC(=O)c2cc(-c3ccccc3)nn2-c2ccccc2)c(Br)c1 | -1 | 94 | 2 | 3 | -7 | -14 | 1.1 | -13 | -2 | 17
CNC(=O)N1CCC(C(=O)c2c(C)c(C)c(C)c(C)c2C)CC1 | 2 | 98 | -7 | 2 | -5 | -3 | -1.1 | -1 | -2 | -5
CCCNC(=S)N1CC2(C)CN(C(=O)C(=O)OCC)CC(C)(C1)C2=O | 0 | 102 | 4 | 2 | 1 | 0 | -0.7 | -3 | -3 | 2
COc1cccc(NC(=S)Nc2cccc3ccccc23)c1 | -2 | 103 | 0 | 0 | -25 | x | -5.2 | -11 | 3 | -2
CCC(=O)N1c2ccc(S(=O)(=O)N3CCN(C)CC3)cc2CC1C (configuration not stated) | 1 | 103 | -5 | 4 | -2 | -4 | -0.3 | 2 | 2 | 13
CCCNC(=O)c1cc(SC)ccc1Cl | 1 | 99 | 1 | 1 | -2 | -6 | 0.9 | 2 | -1 | 25
CCOC(=O)/C(C#N)=C/Nc1ccsc1C(=O)OC | -1 | 99 | 5 | 2 | 2 | 5 | -1.6 | 1 | 0 | -5
OC(COc1ccc(-c2ccccc2)cc1)CN1CCCCC1 (configuration not stated) | -3 | 93 | 7 | -7 | 1 | -9 | -0.3 | 9 | 12 | -1
O=C(c1ccc(F)cc1)N1C2CCC1CC(O)(c1ccccc1F)C2 (configuration not stated) | 0 | 98 | 11 | 6 | 5 | -4 | 2.0 | -1 | 1 | 11
NS(=O)(=O)c1cccc(NC(=S)NC(=O)c2cccc([N+](=O)[O-])c2)c1 | 0 | 98 | -1 | 1 | 5 | -7 | -3.4 | 6 | 3 | 4
Cc1ccc(NC(=O)C2C3C=CC4(CN(Cc5cccnc5)C(=O)C24)O3)cc1 (configuration not stated) | 0 | 99 | 2 | 1 | 5 | -2 | -0.7 | -1 | x | 4
Cc1ccccc1S(=O)(=O)NCC1CCCO1 (configuration not stated) | 0 | 96 | 8 | x | x | 13 | x | 8 | -3 | x
COc1ccc(CCNc2nc(Cl)nc(NC(C)(C)CO)n2)cc1OC | -1 | 99 | 6 | -23 | 3 | -21 | 1.0 | -5 | 1 | 7
CCCCN(C(=O)c1cccc(S(=O)(=O)N(C)c2ccc(C)cc2)c1)c1c(N)n(CC(C)C)c(=O)[nH]c1=O | -1 | 99 | -4 | -12 | 8 | -8 | -0.1 | 0 | -16 | 9
CNc1cncc(-c2cc(OC)ccc2OC)n1 | 0 | 95 | 2 | 9 | 3 | -7 | 1.3 | 13 | -3 | 5

Full records as entered above:
COc1cc(N=C(N)N=C(N)N)cc(OC)c1 in the list: N-glyco inh: 1; ABCB6 inh MLPCN: 95; Exocytosis inh: -1; HTR2A ag: -2; ABHD5-PLIN5 inh: 2; CaV13 ICDI inh: -2; MC4R ag barr: -0.2; Cardio protect: -3; PDI inh: 8; MC4R antag cAMP: 18
O=C(C[C@H]1CC[C@H]2[C@@H](COC[C@H](O)CN2Cc2ccccc2)O1)NCCCN1CCOCC1 in the list: N-glyco inh: x; ABCB6 inh MLPCN: x; Exocytosis inh: -2; HTR2A ag: -2; ABHD5-PLIN5 inh: 4; CaV13 ICDI inh: -7; MC4R ag barr: x; Cardio protect: x; PDI inh: x; MC4R antag cAMP: x

(continued)
mol | N-glyco inh | ABCB6 inh MLPCN | Exocytosis inh | HTR2A ag | ABHD5-PLIN5 inh | CaV13 ICDI inh | MC4R ag barr | Cardio protect | PDI inh | MC4R antag cAMP
COc1ccccc1CNC(=O)CCNC(=O)C1CCN(S(=O)(=O)c2ccccc2)CC1 | 0 | 96 | -2 | 10 | 1 | -13 | -1.7 | -3 | -8 | 7
C=CCn1c(SCC(=O)NCC2CCCO2)nc2c([nH]c3ccccc32)c1=O (configuration not stated) | 0 | 96 | -4 | 2 | 0 | -6 | -1.1 | 2 | -4 | -11
Nc1ccc2c(c1)[nH]c(=O)c1ccccc12 | 9 | 93 | -7 | -4 | -8 | -2 | -1.8 | 68* | 10 | 5
CCCCCOC(=O)C1[C@H]2C(=O)N(Cc3cccs3)C[C@]23C=C[C@H]1O3 (some centres not stated) | 0 | 93 | -1 | -6 | 2 | -10 | -1.0 | 1 | 5 | 0
Oc1ccc(/C=N/NC(=S)Nc2cccnc2)cc1O | -7 | 95 | 1 | -1 | -2 | -5 | -1.0 | 22 | -8 | -12
COC(=O)c1ccc(CN2CCC(CO)(CCOc3ccccc3)CC2)cc1 | 0 | 95 | 6 | -4 | 1 | -20 | 0.9 | 5 | -2 | -4
COc1ccc(S(=O)(=O)NCc2ccccc2)cc1Br | -2 | 98 | -5 | -2 | -3 | 0 | -1.7 | -5 | -1 | -2
Cc1noc(C)c1COc1ccccc1C(=O)N1CCN(S(=O)(=O)c2cccc(Cl)c2)CC1 | 2 | 96 | -2 | -2 | 1 | -4 | -1.9 | 1 | 0 | 1
O=C(O)CC(C(=O)Nc1ccc(F)cc1)C1CCCO1 (configuration not stated) | 3 | 94 | -1 | 3 | 2 | -13 | -1.5 | 1 | -1 | -3
CC(C)C[C@@H](CO)NC(=O)CC[C@H](NC(=O)OC(C)(C)C)C(=O)N(Cc1ccccc1)Cc1ccccc1 | -1 | 95 | 16 | 6 | 7 | -11 | -1.4 | 3 | -1 | 4
O=C(NC1CCCc2c1cnn2-c1cc(F)cc(F)c1)c1ccncc1 (configuration not stated) | 3 | 99 | -4 | 3 | 4 | -2 | 0.5 | -3 | 0 | 14
C=CCn1c(Cn2c(-c3cnccn3)nc3ccccc32)nc2ccccc21 | x | 94 | -1 | 2 | 10 | -5 | x | x | x | x
COc1ccc(CN(C)C(C)C(=O)NC2CCCc3ccccc32)cc1 (configuration not stated) | -3 | 99 | -1 | -6 | -1 | -2 | -0.5 | 2 | -2 | 4
CC(=O)Nc1ccc(NC(=O)c2cc(-c3ccccc3)nc3ccccc23)cc1 | 3 | 106 | 5 | -10 | 8 | -20 | 0.7 | 2 | -5 | 3
O=C(Nc1cccc(Cl)c1N1CCCC1)c1ccc(Br)o1 | -3 | 104 | -2 | -3 | -8 | -6 | -1.5 | -16 | -6 | -1
CN(c1ccccc1)S(=O)(=O)c1cccc(C(=O)OCC(=O)Nc2ccc(C(N)=O)cc2)c1 | -1 | 95 | -1 | -9 | -4 | -5 | -1.2 | -1 | 2 | 4
COCCNC(=O)c1onc(CSc2ccc(F)cc2)c1C(=O)NCCOC | 3 | 96 | -6 | -4 | 5 | -10 | 0.2 | -8 | 18 | -4
Cc1onc(-c2c(Cl)cccc2Cl)c1C(=O)N1CCc2ccccc21 | -3 | 96 | -1 | 1 | -3 | -10 | -1.2 | -1 | 11 | 1
COc1ccccc1N1CCN(C(=O)NCc2ccc(Cl)cc2)CC1 | 0 | 95 | -2 | -5 | -7 | -7 | -2.5 | -3 | 4 | 8
Cc1ccc(S(=O)(=O)CCc2nnc(N)s2)cc1 | -1 | 87 | 0 | -2 | 2 | -5 | -0.2 | 1 | -8 | -1
CCCOCC(O)CC(CC)C(=O)NNC(=S)Nc1ccccc1 (configuration not stated) | 0 | 86 | 0 | 1 | -1 | 2 | -1.2 | 2 | -1 | 4
Cc1nnc(SCC(=O)Nc2nccs2)n1N | 2 | 95 | -2 | 4 | 3 | -2 | 0.5 | 2 | -2 | 9
COc1ccc(-n2c(N)c(C(=O)Nc3c(C)n(C)n(-c4ccccc4)c3=O)c3nc4ccccc4nc32)cc1 | -2 | 102 | -28 | 5 | -3 | -16 | 1.5 | 3 | 1 | 8
